# Screening data (PubChem)
# CYP2C19 inhib: blockers of cytochrome P450 2C19 activity – biochemical, luminescence, ADME assay, primary screen. P33261. CYP2C19 Supersomes, luciferin-H EGE luminescence, 30 min. inhibition, % at 5 µM. 21% of 96,000 active. AID 778, 2007;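 active means CYP2C19 inhibition above a set limit at 5 µM in the primary screen, cut at about 50% in these data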;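 further: plate controls were negative control wells for no effect and 2.5 mM tranylcypromine positive control for full effect; values of inactives mirror those of a sister screen read the other way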
# Target sequence (P33261 whole entry, looked up): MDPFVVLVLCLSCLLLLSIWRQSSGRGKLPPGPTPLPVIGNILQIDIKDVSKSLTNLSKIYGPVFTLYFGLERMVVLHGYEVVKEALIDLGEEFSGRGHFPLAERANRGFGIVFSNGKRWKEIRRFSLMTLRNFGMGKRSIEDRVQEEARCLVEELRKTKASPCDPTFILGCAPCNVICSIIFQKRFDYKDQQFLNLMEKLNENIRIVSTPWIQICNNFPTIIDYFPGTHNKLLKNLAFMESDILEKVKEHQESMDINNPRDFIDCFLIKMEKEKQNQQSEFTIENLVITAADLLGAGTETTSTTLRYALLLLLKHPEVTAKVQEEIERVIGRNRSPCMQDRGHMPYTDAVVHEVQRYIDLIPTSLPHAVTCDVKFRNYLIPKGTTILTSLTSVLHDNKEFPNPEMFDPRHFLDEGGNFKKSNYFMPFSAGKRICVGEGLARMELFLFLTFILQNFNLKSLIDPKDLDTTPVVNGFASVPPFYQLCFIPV
# ERa SRC1 inh: ERα–SRC-1 coactivator interaction inhibitors, primary screen, biochemical, TR-FRET, ERα LBD, estradiol-bound | 1.7% of 86,000 active | inhibition, % at 25.6 µM | Estrogen receptor (Homo sapiens), P03372 | TR-FRET ER-alpha LBD / SRC-1 peptide | AID 629, 2007; in the data active means inhibition above about 50%;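 further: 0% = receptor plus peptide control and 100% = peptide only without receptor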
# Target sequence (P03372 whole entry, looked up, the tested form may be a part): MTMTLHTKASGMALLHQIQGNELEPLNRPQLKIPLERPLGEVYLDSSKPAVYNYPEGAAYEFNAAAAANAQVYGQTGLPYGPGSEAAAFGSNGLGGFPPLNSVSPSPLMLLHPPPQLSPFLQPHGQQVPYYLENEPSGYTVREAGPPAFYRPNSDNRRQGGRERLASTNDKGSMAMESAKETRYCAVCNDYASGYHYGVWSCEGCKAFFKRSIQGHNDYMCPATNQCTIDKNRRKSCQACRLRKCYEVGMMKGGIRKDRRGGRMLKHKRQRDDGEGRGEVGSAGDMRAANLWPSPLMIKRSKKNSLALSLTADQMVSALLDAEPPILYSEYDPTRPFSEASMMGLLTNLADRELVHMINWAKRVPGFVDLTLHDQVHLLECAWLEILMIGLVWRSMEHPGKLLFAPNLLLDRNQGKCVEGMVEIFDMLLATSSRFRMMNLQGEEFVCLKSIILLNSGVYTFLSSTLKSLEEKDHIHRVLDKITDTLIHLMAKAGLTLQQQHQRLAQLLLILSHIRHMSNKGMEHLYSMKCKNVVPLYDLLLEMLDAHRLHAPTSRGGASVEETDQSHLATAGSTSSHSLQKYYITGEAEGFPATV
# Fibroblast inh: antiproliferative effect on LL 47 fibroblasts – human, LL 47 cells, CellTiter-Glo luminescence, primary screen; 1.1% of 85,000 active; viability, % at 10 µM; LL 47 human lung fibroblast viability, ATP luminescence; stronger effect = lower value;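 active means viability at or below 50% in the single dose screen; inactive means viability above 50%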;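 further: compound exposure lasted 72 h before the ATP readout; 100% = median luminescence of untreated cell-only wells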
#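 Signal: luminescent ATP detection, CellTiter-Glo; assay system: LL 47 human lung fibroblasts; input: 1,150 cells/well; incubation: overnight cell rest, 72 h compound treatment at 37 °C; measure: % viability versus median cells-only luminescence; medium: IMEM growth medium with 15% fetal bovine serum; dosing: compound addition at 0.1% DMSO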
# H69AR growth 86K: proliferation blockers of H69AR lung cancer cells, primary screen, cell-based, human, 86K library | 6% of 85,000 active | H69AR lung tumor viability, ATP luminescence, 72 h; stronger effect = lower value | viability, % at 10 µM;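 active means viability at or below 40%; inactive means viability above 40%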;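 further: multidrug resistant small cell line overexpressing MRP-1 efflux transporter; 100% = mean luminescence of untreated control wells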
# ERa coact pot: enhancers of ERα–SRC-1 coactivator binding, primary screen, biochemical, TR-FRET, ERα LBD, low estradiol; TR-FRET ERalpha-LBD/SRC-Cy5 coactivator binding, 2 h; 100 = basal binding, no effect; coactivator binding (% of control), % at 25.6 µM; 1.3% of 86,000 active; AID 639, 2007; in the data active means activity above about 200%;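 further: binding measured in presence of low estradiol as agonist stimulus; 0% = peptide alone without receptor and 100% = receptor with peptide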
# Mac1 fbg inh: inhibitors of CD11b/CD18 adhesion to fibrinogen, primary screen, K562 cells, luminescence | Integrin beta-2 (Homo sapiens) + Integrin alpha-M (Homo sapiens), P05107+P11215 | ATPlite luminescence; Mn2+ added to activate the integrin | inhibition, % at 10 µM | 0.54% of 93,000 active;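 active means primary inhibition of 50% or more at 10 µM, then 40% or more on retest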; further: some results filed as inactive read as strong as hits
# HUVEC prolif 384: inhibitors of HUVEC proliferation, primary screen, cell-based, 384-well | CellTiter-Glo luminescence, 72 h; stronger effect = lower value | viability, % at 10 µM (by protocol) | 1.1% of 86,000 active | AID 648, 2007;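 active means viability at or below 30%; inactive means viability above 30%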;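 further: 100% = median luminescence of DMSO-only cell control wells on each plate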
# CD11b adhes enh: enhancers of CD11b/CD18 adhesion to fibrinogen, primary screen, K562 cells, luminescence; AID 1499, 2009; activation, % at 10 µM; ATPlite luminescence; 0.07% of 93,000 active; Integrin beta-2 (Homo sapiens) + Integrin alpha-M (Homo sapiens), P05107+P11215;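 active means 10 µM primary screen giving 50% or more activity, confirmed by 40% or more on retest at that dose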; further: strong numbers were not always called active
# CYP2C19 activ: human CYP2C19 activators, primary screen, biochemical, luminescence; activation factor at 5 µM; 96,000 tested, under 10 active; recombinant CYP2C19, luciferin-H EGE luminescence; stronger effect = higher value; 0 = fully inhibited enzyme, 1 = untreated enzyme; AID 1025, 2008; Cytochrome P450 2C19 (Homo sapiens), P33261;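 active means activation factor of at least 2 at 5 µM in the primary screen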;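 further: 0 = wells with 2.5 mM tranylcypromine and 1 = vehicle-only wells; values of inactives mirror those of a sister screen read the other way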
# The depositor's hits bear a star; nt = no result given; [ ] = another dose, or the depositor's remark. Random draw from the library; any-hit rate near 26%.
SMILES,CYP2C19 inhib,ERa SRC1 inh,Fibroblast inh,H69AR growth 86K,ERa coact pot,Mac1 fbg inh,HUVEC prolif 384,CD11b adhes enh,CYP2C19 activ
Cc1nnc(SCCCN2C(=O)c3ccccc3C2=O)o1,60*,-4,100,106,121,-20,109,1,0.4
CCSc1nnc(NC(=O)c2cccnc2Cl)s1,nt,-10,102,97,128,nt,99,nt,nt
O=C(c1cc2ccccc2o1)c1nc2c(n1O)CCCCC2,-10,-5,108,93,104,-2,97,-1,1.1
CN(C)CCCN1C(=O)c2oc3ccccc3c(=O)c2C1c1cccs1 (stereo not drawn),3,16,101,92,95,nt,95,nt,1
COCC(=O)Nc1nnc(Cc2ccc(OC)cc2)s1,nt,27,110,97,108,nt,107,nt,nt
CCOCC(=O)Nc1nc(-c2ccccc2)c(CC)s1,-1,-5,110,66,103[fluorescence artefact?],-8,83,1,1
COc1ccc(N(CC(=O)NCc2ccco2)S(=O)(=O)c2c(C)nn(C)c2C)cc1,75*,-4,96,89,87,-10,96,-3,0.3
CN1C(=O)CSc2ccc(NC(=O)NCc3cccnc3)cc21,56*,9,97,91,101,-6,81,3,0.4
Cn1c(=O)n(Cc2ccccc2)c(=O)c2c1nc(NCC1CCCO1)n2Cc1ccccc1 (stereo not drawn),3,-12,96,72,126,1,92,1,1
CC(=O)C1=C(O)C(=O)N(c2nccs2)C1c1ccc(Br)cc1 (stereo not drawn),15,4,102,108,85,-23,108,0,0.9
O=C(NCCO)C1(c2ccccc2)CCCC1,-15,6,104,99,100,-8,108,-1,1.2
O=c1c2ccccc2c2ccccc2c(=O)n1Cc1ccco1,81*,-2[fluorescence artefact?],93,100,112[fluorescence artefact?],6,92,1,0.2
COC(=O)c1cc2oc(C)cc2n1CC(=O)Nc1cc(C)cc(C)c1,-11,nt,nt,nt,nt,-19,nt,5,1.1
C=C(C)C1CCC(C)=C1CC(C)(C)/C=N\n1cnnc1 (stereo not drawn),86*,-8,97,91,99,34,99,-2,0.1
O=C(CN1CCOCCOCCOCCOCC1)Nc1ccccc1,nt,11,107,94,88,nt,92,nt,nt

# Single records, from the list above:
# COc1ccc(N(CC(=O)NCc2ccco2)S(=O)(=O)c2c(C)nn(C)c2C)cc1 is listed with CYP2C19 inhib: 75*; ERa SRC1 inh: -4; Fibroblast inh: 96; H69AR growth 86K: 89; ERa coact pot: 87; Mac1 fbg inh: -10; HUVEC prolif 384: 96; CD11b adhes enh: -3; CYP2C19 activ: 0.3
# Cc1nnc(SCCCN2C(=O)c3ccccc3C2=O)o1 is listed with CYP2C19 inhib: 60*; ERa SRC1 inh: -4; Fibroblast inh: 100; H69AR growth 86K: 106; ERa coact pot: 121; Mac1 fbg inh: -20; HUVEC prolif 384: 109; CD11b adhes enh: 1; CYP2C19 activ: 0.4

# Carrying on:
SMILES,CYP2C19 inhib,ERa SRC1 inh,Fibroblast inh,H69AR growth 86K,ERa coact pot,Mac1 fbg inh,HUVEC prolif 384,CD11b adhes enh,CYP2C19 activ
CN(CCCNC(=O)C1CCN(S(=O)(=O)N2CCC3(CC2)OCCO3)CC1)Cc1ccccc1,8,8[fluorescence artefact?],101,105,93[fluorescence artefact?],-36,78,1,0.9
COc1cccc(C(=O)Cn2c(NCCO)nc3ccccc32)c1,nt,-5,103,84,104,nt,95,nt,nt
O=C(CN1C(=O)c2cccc3cccc1c23)N1CCN(c2ccc(F)cc2)CC1,5,-39,88,89,122,1,64,-1,0.9
COc1ccc(Cc2nc(-c3ccc(-n4cccc4)cc3)no2)cc1OC,-9,3,95,88,115,98,58,-9,1.1
Cc1ccc(Sc2nnc(-c3ccccc3)cc2C#N)cc1,11,-8,94,82,102,-10,98,2,0.9
O=S1(=O)CC/C(=N\O)c2ccccc21,nt,7[fluorescence artefact?],100,91,93,nt,99,nt,nt
COc1ccc(OC)c2c(C)cc(N3CCN(C(=O)c4ccc(Cl)cc4)CC3)nc12,40,0,91,94,92,-5,67,-4,0.6
O=C(Cc1cccs1)NCc1ccccc1F,71*,-6,95,nt,118,-13,92,-2,0.3
CSc1nncc(-c2ccc(F)c(F)c2)n1,18,-3,100,88,145,nt,107,nt,0.8
CCn1c(O)c2ccc(C(=O)N=NC(=O)c3cccnc3)cc2c1O,-6,nt,nt,nt,nt,-7,nt,-3,1.1
CCOC(=O)c1nn(-c2ccc(C)cc2)c(C)c1C(C)=O,88*,nt,nt,nt,nt,10,nt,0,0.1
Cn1c(=O)c2c(nc(N3CCc4ccccc4C3)n2Cc2ccc(Br)cc2)n(C)c1=O,9,-11,102,91,108,9,85,-3,0.9
COc1ccc(S(=O)(=O)N2CCCC2C(=O)Nc2ccc(C)cc2)cc1 (stereo not drawn),76*,1,105,96,98,nt,104,nt,0.2
c1cncc(-c2nnc(-c3cccs3)o2)c1,-7,-7,112,90,116,-4,107,-1,1.1
O=S1(=O)C[C@@H](O)[C@@H](Nc2ccc(Cl)cc2)C1,14,-2,99,93,95,-4,99,-2,0.9
CN(Cc1ccccc1)C(=O)CSc1nc2ccccc2c(=O)n1Cc1ccco1,97*,8,93,78,113,32,68,2,0
COc1ccccc1/C=C/CN1CCOCC1,16,-4[fluorescence artefact?],101,94,105[fluorescence artefact?],-34,96,0,0.8
CCOC(=O)C1=C(C)NC(=O)NC1c1ccccc1Cl (stereo not drawn),5,-8,113,100,107,-8,104,2,1
Cn1ncc(C#N)c1NC(=O)C1CC(c2c(F)cccc2Cl)=NO1 (stereo not drawn),77*,1,96,115,89,-7,92,3,0.2
Cc1ccc(-c2[nH]nc3c2C(c2ccoc2)C(C#N)=C(N)O3)cc1C (stereo not drawn),9,16,93,101,69,-18,86,-3,0.9
CCOC(=O)CSc1cc(=O)n(CC)c2ccccc12,0,0,102,92,100,-8,101,1,1
Cc1ccc(CNC(=O)Cc2cccs2)cc1,90*,-1,103,114,108,5,96,-1,0.1
CC1CC2(CCCCC2)Nc2ccc3ccccc3c21 (stereo not drawn),nt,-22,110,89,111,nt,101,nt,nt
CCC(CC)C1C(C#N)=C(N)Oc2cc(C)oc(=O)c21 (stereo not drawn),96*,-3,100,92,114[fluorescence artefact?],-28,97,1,0
COc1ccccc1-c1nnc(NC(C)=O)s1,-7,7,105,97,84,-7,97,-1,1.1
Nc1cc(N)nc(SCC(=O)N2CCCCC2)n1,14,5[fluorescence artefact?],96,85,105,-12,96,1,0.9
COc1ccc(C(=O)NC(=S)NNC(=O)Cc2cccs2)cc1,-4,nt,nt,nt,nt,2,nt,-3,1
CCOc1ccccc1-n1cnc2cc(C(=O)NCc3ccco3)ccc21,39,2,105,79,88,nt,88,nt,0.6
O=[N+]([O-])c1ccc(/C=N/N/C(=N/c2ccccn2)c2ccccn2)cc1,-10,-7,97,98,103,nt,104,nt,1.1
N#CCCN1CCN(C2=NC(=O)C(=C3CCCCC3)S2)CC1,-4,-1,92,88,108,-2,94,0,1
CCc1nnc(NC(=O)CN2C(=O)c3ccccc3C2=O)s1,-10,-42,100,104,106,-6,105,-5,1.1
CCOC(=O)c1cnc(-n2nc(C)cc2C)nc1NCCO,18,-3,97,84,96,8,109,0,0.8
CN(C)CCn1c(C(=O)O)cc2ccccc21,-4,-10,90,97,112[fluorescence artefact?],nt,106,nt,1
O=C(Nc1nncs1)c1ccc(S(=O)(=O)c2ccccc2)cc1,-19,22,102,79,124,-18,92,2,1.2
Cn1c(C(=O)N2CCc3ccccc32)cc2c(=O)n3ccccc3nc21,nt,-1,106,84,120,nt,101,nt,nt
CCc1ccc(NC(=O)N(C2CCCCC2)C(C)c2cccnc2)cc1 (stereo not drawn),17,3,100,67,100[fluorescence artefact?],3,115,-1,0.8
CC1=CC(=O)C=C(C)C1=NOC(=O)c1cccc([N+](=O)[O-])c1,3,4,103,77,95,-10,104,-3,1
CC(C)Cn1cnc2c(c1=O)c1nc3ccccc3nc1n2Cc1ccc2c(c1)OCO2,-2,9[fluorescence artefact?],104,83,127,30,82,6,1
O=C1CC(N2CCN(C(c3ccccc3)c3ccccc3)CC2)C(=O)N1Cc1ccc(N2CCCC2=O)cc1 (stereo not drawn),22,3,99,77,95,nt,82,nt,0.8
CC(=O)Nc1cccc(C(=O)OC(C(=O)c2ccc(C)cc2)c2ccccc2)c1 (stereo not drawn),36,nt,nt,nt,nt,7,nt,4,0.6
O=C(NCCN1CCN(c2ccccc2)CC1)C1CCN(S(=O)(=O)N2CCOCC2)CC1,3,0[fluorescence artefact?],106,92,103,nt,101,nt,1
Cc1ccc(CN(C)C(=O)C2CCCN2C(=O)c2cccs2)o1 (stereo not drawn),57*,1,114,95,113[fluorescence artefact?],-6,98,-1,0.4
CC(C)N(Cc1nc(-c2ccc(Cl)cc2)no1)C(=O)C(c1ccccc1)c1ccccc1,38,-6,80,96,107,8,89,12,0.6
O=C(Nc1nc(-c2cc(Cl)sc2Cl)cs1)c1cccs1,33,32,97,79,118[fluorescence artefact?],98,69,-9,0.7
CCc1c(C)[nH]n(-c2ccc(Oc3ccccc3)c(S(=O)(=O)O)c2)c1=O,-6,23,94,108,44[fluorescence artefact?],-5,107,2,1.1
C/C(=C\C(=O)c1ccccc1)Nc1cccc(O)c1,10,0,87,80,90[fluorescence artefact?],4,71,3,0.9
CC1=C(C(=O)Nc2ccc(Cl)cc2)C(c2ccncc2)C(C#N)=C(SCC(N)=O)N1 (stereo not drawn),37,nt,nt,nt,nt,6,nt,-2,0.6
CC(=O)Nc1ccc(NC(=O)CN(C)CCC#N)cc1,-17,-7,100,90,134,-4,98,-1,1.2
O=C(c1cnsn1)N1CCN(c2ccccn2)CC1,27,-5,104,94,85,-12,113,-2,0.7
CCOC(=O)c1nn(-c2ccc(OC)cc2)c(=O)c2c(NC(=O)c3ccco3)scc12,nt,13[fluorescence artefact?],110,90,107,nt,97,nt,nt
Cc1ccc(NC2=CC(=O)CC(C)(C)C2)c(N)c1,19,-3[fluorescence artefact?],102,97,100,6,100,-2,0.8
Nc1cc(-c2ccc(Cl)cc2)nn1S(=O)(=O)c1ccc(Cl)cc1,18,2,88,43,112,6,64,-1,0.8
CCCCC(=O)N=c1sc2cc(S(C)(=O)=O)ccc2n1C,17,-7,104,87,109,nt,98,nt,0.8
COc1ccccc1CN1CCN(C(=O)c2ccncc2)CC1,87*,-4,96,88,100,-6,89,1,0.1
CC1=C(C#N)c2nc(N)c(C#N)c(C)c2/C1=C\c1ccccc1,nt,-3,8.1*,1.6*,116,nt,13*,nt,nt
c1cc2c(nn1)CCc1nonc1-2,-2,-13,101,98,123,-7,94,-2,1
O=C(Nc1ccc(N2CCN(C(=O)c3cccs3)CC2)c(Cl)c1)c1ccco1,32,0,57,92,111,-68,54,0,0.7
Fc1ccc(OCc2nnc(SCCN3CCOCC3)o2)cc1,nt,-4,98,105,115,nt,99,nt,nt
